# Compound activity (PubChem)
# L929 necroptosis – L929 zVAD cell death inhibition; L929 zVAD necroptosis rescue, ATP luminescence, 24 h; with zVAD 60 µM; viability rescue, % at 10 µM; 0.38% of 220,000 active; AID 1377;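 active means activation, scaled between plate controls, above about 75%, limit read from the data; inactive means activation under that limit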;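 further: 0% = zVAD with DMSO and 100% = DMSO alone without zVAD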
# TNF necrop inh – TNF-alpha cell death inhibition in Jurkat FADD-/- cells; Jurkat FADD-/- TNF necroptosis rescue, ATP luminescence, 24 h; 0 = TNF only, 100 = no-TNF cells; activation (protection from cell death), % at 10 µM; 0.068% of 220,000 active;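 active means activation, meaning protection from cell death, of at least 50% relative to plate controls; inactive means activation below 50%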;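 further: necroptosis triggered by 40 ng/mL TNF-alpha added together with compound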
# Cl transport mod – KCC2 (human) Cl- transport modulation | KCC2 cells, thallium flux FluoZin-2 fluorescence | B-score of Tl+ flux slope (higher = more flux/activation; lower = inhibition) at 10 µM | 2.2% of 190,000 active;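 active means thallium flux slope and its plate-corrected score both differing from the plate sample mean at a set confidence after two filtering rounds, in either direction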;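 further: slope of fluorescence scaled to starting intensity during 10 to 20 s after thallium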
# Mdm2 ligase inh – inhibitors of human Mdm2 E3 ubiquitin ligase; 0.11% of 210,000 active; signal enhancement, % at 5 µM; cell-based MDM2 ubiquitination luciferase reporter, 2 h; 0 = plate control, 100 = twice control, blank-subtracted;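 active means signal enhancement of 30% or more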;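 further: luminescence tracks abundance of the self-degrading MDM2-luciferase fusion protein; higher signal means inhibition of MDM2 E3 ligase activity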
# Target sequence (Q00987 whole entry, looked up, the tested form may be a part): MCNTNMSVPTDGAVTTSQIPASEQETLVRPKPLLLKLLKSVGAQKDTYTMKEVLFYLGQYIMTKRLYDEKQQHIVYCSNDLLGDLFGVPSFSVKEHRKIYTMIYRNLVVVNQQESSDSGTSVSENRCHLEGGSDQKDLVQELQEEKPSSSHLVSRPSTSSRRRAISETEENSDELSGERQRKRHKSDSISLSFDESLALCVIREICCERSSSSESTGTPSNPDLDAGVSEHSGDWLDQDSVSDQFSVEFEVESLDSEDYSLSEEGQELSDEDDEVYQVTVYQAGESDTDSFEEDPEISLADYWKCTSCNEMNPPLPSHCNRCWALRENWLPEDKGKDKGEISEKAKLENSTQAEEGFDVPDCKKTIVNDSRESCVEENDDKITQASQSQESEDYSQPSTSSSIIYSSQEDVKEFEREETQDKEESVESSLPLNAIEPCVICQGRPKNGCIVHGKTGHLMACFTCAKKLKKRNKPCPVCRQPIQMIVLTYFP
#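 Test system: stable mammalian line carrying autodegrading MDM2–luciferase fusion reporter; quantity: 2000 cells in each well; times: 4 h cell settling then 2 h compound exposure, 37 °C; detection: luminescence with SteadyLite reagent, 15 min at room temperature; evaluation: percent signal gain over controls, blank-subtracted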
# PERK inhibitor – inhibitors of human PERK kinase; CHO PERK-DD fusion, SEAP luminescence translation reporter; inhibition, % at 5.6 µM; 0.17% of 220,000 active; AID 1416;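 active means inhibition above the mean inhibition of all tested compounds plus 3 SD, set separately per screening campaign, cut at about 2.9% in these data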;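 further: PERK kinase domain activated by AP20187 dimerizer at 100 nM; 0% = DMSO with dimerizer and 100% = rapamycin at 8.4 µM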
# EBV gp42 inh – blocks Epstein-Barr virus glycoprotein 42 binding. AID 1085. inhibition, % (tested at 21.74 µM). Q1HVG2. Fluorescence polarization binding assay, mP read-out. 0.42% of 220,000 active; in the data active means inhibition above about 50%
# Target sequence (Q1HVG2 whole entry, looked up): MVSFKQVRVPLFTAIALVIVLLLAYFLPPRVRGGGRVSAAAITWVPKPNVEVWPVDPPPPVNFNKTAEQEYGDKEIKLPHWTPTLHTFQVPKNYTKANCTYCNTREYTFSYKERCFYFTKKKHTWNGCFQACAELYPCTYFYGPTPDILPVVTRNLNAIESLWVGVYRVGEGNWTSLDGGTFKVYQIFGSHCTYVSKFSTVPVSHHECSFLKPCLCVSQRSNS
# eIF4E 4G PPI – eIF4E/eIF4G interaction inhibition in translation initiation; TR-FRET eIF4E-eIF4GI(517-606) binding, 2 h; P63073+Q04637; 0.37% of 220,000 active; inhibition, % at 21.7 µM;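 active means inhibition above about 30%, limit read from the data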;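 further: 0% = full FRET control wells and 100% = background wells lacking eIF4GI fragment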
# m-calpain inh – blocks pig calpain II enzyme activity; purified calpain II, fluorogenic peptide substrate, 30 min; inhibition, % at 16 µM; 0.37% of 220,000 active; AID 1236;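 active means inhibition above about 50%, limit read from the data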
# Rad51 HR inh – Rad51 (human) homologous recombination inhibition. Q06609. hRad51 DNA strand exchange, fluorescence dequenching. inhibition, % at 10 µM. 0.085% of 200,000 active. AID 1385;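 active means inhibition above 40% at the single screening dose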;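 further: 0% = DMSO control wells and 100% = blanks with heterologous ssDNA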
# Target sequence (Q06609 whole entry, looked up): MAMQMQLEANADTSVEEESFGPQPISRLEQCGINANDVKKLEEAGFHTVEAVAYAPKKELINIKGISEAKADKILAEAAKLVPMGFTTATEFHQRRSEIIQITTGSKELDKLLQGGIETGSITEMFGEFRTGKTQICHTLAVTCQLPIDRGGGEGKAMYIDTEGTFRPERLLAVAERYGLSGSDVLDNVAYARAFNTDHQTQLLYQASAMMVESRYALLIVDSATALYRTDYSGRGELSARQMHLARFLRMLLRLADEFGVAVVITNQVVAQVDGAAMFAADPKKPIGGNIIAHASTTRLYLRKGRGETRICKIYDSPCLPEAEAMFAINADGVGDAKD
#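 material = hRad51 filaments on single-stranded DNA | reagent = Donor/quencher-labelled 47-bp dsDNA substrate | compound = 10 µM final, single point | schedule = strand-exchange reaction 15 min at room temperature | measured by = fluorescein emission 520 nm, excitation 485 nm | read-out basis = % inhibition versus plate control and blank means | benchmarks = plate controls and plate blanks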
# * marks the source's active call; other numbers are inactive results; · = no result given; & = joins results of further samples; [ ] = remark or other dose.
molecule,L929 necroptosis,TNF necrop inh,Cl transport mod,Mdm2 ligase inh,PERK inhibitor,EBV gp42 inh,eIF4E 4G PPI,m-calpain inh,Rad51 HR inh
CC(C)=NN1C(=O)c2ccccc2NC1(C)C,0.2,0.6,0.35,6,-0.1,-6,2,-166,·
C=CCNC(=S)N1CCN(CCN=CC2=C(O)CC(c3ccc(Cl)cc3)CC2=O)CC1 (configuration not stated),0.6,0.2,-0.87,-11,0.7,5,-2,-16,18
COc1ccccc1N1CCN(C(=O)/C=C/c2ccc3c(c2)OCO3)CC1,0.1,-3.3,·,5,1.7,-22,5,-48,4
COc1ccc2[nH]cc(CCNS(=O)(=O)c3ccc(F)cc3)c2c1,0.6,1.0,-0.31,1,-0.3,16,-1,-6,-3
COc1ccc(-c2nn(-c3ccccc3)cc2C(=O)NC(=S)NNC(=O)c2ccncc2)cc1,1.1,-1.3,2.8,-1,-1.0,7,-1,-96,0
Cc1cc(C)n(-c2nc(SCC(=O)Nc3nccs3)c3c4c(sc3n2)COC(C)(C)C4)n1,-0.3,-1.0,4.4*,0,0.4,2,-1,1,-8
O=C(COC(=O)C1Cc2ccccc2CN1C(=O)c1ccccc1Cl)Nc1ccc(N2CCOCC2)cc1 (configuration not stated),-0.1,2.9,-0.23,-1,-0.9,3,1,-16,4
CCOc1cc2c(C)cc(=O)oc2cc1Cl,0.1,0.5,-0.13,-14,-1.2,2,-3,-131,-5
O=C(CCCC(=O)N(CC(=O)NC1CCCC1)Cc1ccccc1)Nc1ccccn1,1.3,1.6,0.73,-10,0.0,-22,-4,3,6
Oc1ccc2ccccc2c1C=Nc1ccccc1,0.2,-13,-0.24,-12,0.4,-12,1,2,-5
CCc1nc2ccccc2c(C(=O)OCCN2C(=O)c3ccccc3C2=O)c1C,-0.1,2.0,-1.6,-8,-0.4,-44,-1,-30,4
CCCCNS(=O)(=O)c1ccc(OC)cc1,-0.7,1.2,-0.016,-27,-0.6,-1,-5,25,-1
CCn1c(SCC(=O)NCC(=O)Nc2ccc(F)cc2)nnc1-c1ccncc1,-0.3,-2.1,0.047,-7,0.2,-27,2[fluorescence artefact?],0,-4
O=C1CC(c2ccccc2)CN1C(=O)c1cccc([N+](=O)[O-])c1 (configuration not stated),1.2,1.0,-0.16,11,1.4,-11,19[fluorescence artefact?],0,3
COc1cc(C2NC(=O)NC(c3ccccc3)=C2C(C)=O)c(Cl)cc1OCC(=O)O (configuration not stated),0.8,-0.7,0.12,-7,0.2,-2,-2,-22,11
Cc1nc(-c2ccccc2)sc1-c1n[nH]c(=S)n1C,-0.1,-3.6,1.4,-12,-0.1,-20,-1,19,3
O=C(CCCCCN1C(=O)c2cccc3cccc(c23)C1=O)NCc1ccco1,-0.2,-1.1,-0.56,-9,0.1,-17,2,19,1
O=C(Nc1nccs1)c1cc2c(s1)-c1ccccc1OC2,98*,22,-0.79,-22,0.5,-10,1,-86,·
Cc1nnc(OC(C)C)c2nn(-c3ccccc3F)c(C)c12,-0.1,-3.0,-0.23,4,-1.0,-16,5,-13,0
Cc1ccc(NCc2nnc(SCC(N)=O)n2CC2CCCO2)c(C)c1 (configuration not stated),-0.3,-1.7,0.018,·,0.8,-30,0,-10,-7
Cc1ccc(NC(=S)N2CCN(c3nccc(C(F)(F)F)n3)CC2)c(C)c1,-0.8,0.0,·,-6,1.5,-6,-2,-27,14
CN1CCN(CCCN2c3ccccc3Sc3ccc(Cl)cc32)CC1,15,-3.8,0.0045&-0.8,·,-2.2&0.3,-9&-8,12&9,-7&-1,-6&-8
Cc1ccc(S(=O)(=O)NC(=O)c2ccc(Br)o2)c(C)c1,1.6,1.0,0.87,·,0.7,-8,3,-9,5
Cc1cc(C(F)(F)F)nn1Cc1n[nH]c(=S)n1-c1cccc(Cl)c1,0.3,-2.0,0.4,-24,0.6,4,-4,-3,-4
CC(C)CC(CO)N1CCN(C(=O)c2cccc(C(F)(F)F)c2)CCC1=O (configuration not stated),6.1,0.3,0.61,·,-0.4,-5,-1[fluorescence artefact?],9,-26

# Next part (3 carried over from the part before).
molecule,L929 necroptosis,TNF necrop inh,Cl transport mod,Mdm2 ligase inh,PERK inhibitor,EBV gp42 inh,eIF4E 4G PPI,m-calpain inh,Rad51 HR inh
Cc1ccc(S(=O)(=O)NC(=O)c2ccc(Br)o2)c(C)c1,1.6,1.0,0.87,·,0.7,-8,3,-9,5
Cc1cc(C(F)(F)F)nn1Cc1n[nH]c(=S)n1-c1cccc(Cl)c1,0.3,-2.0,0.4,-24,0.6,4,-4,-3,-4
CC(C)CC(CO)N1CCN(C(=O)c2cccc(C(F)(F)F)c2)CCC1=O (configuration not stated),6.1,0.3,0.61,·,-0.4,-5,-1[fluorescence artefact?],9,-26
O=C(N/N=C/c1cc([N+](=O)[O-])ccc1O)C1C2CCCCC21 (configuration not stated),8.1,-7.6,-1.4,5,0.1,-19,7,12,-1
CCOC(=O)C1(CCCc2ccccc2)CCN(C(=O)CCc2cnn(C)c2)CC1,-1.6,0.8,-1.7,-2,-0.1,2,-1,-35,2
COc1ccc(OCC(=O)NNC(=O)C(=O)Nc2ccc(C)cc2)cc1,1.3,1.7,22*,-9,0.3,-1,0,-11,8
Cc1cc(C)c2c(=O)n(CC(=O)NCCCN3CCOCC3)sc2n1,0.4,-2.1,1.7,-3,1.0,-32,6,2,2
Cc1cccc(NC(=O)NCc2ccc3[nH]c(C)cc3c2)c1,0.1,1.9,-1.5,0,-0.5,-9,-4,97*,-3
COc1ccc(NC(=S)Nc2ccc(S(N)(=O)=O)cc2)c(C)c1,-0.1,-0.9,0.85,-1,1.0,1,-4,-21,14
COc1ccc(-c2cc(C(F)F)n3ncc(C(=O)Nc4cccc(S(=O)(=O)N5CCOCC5)c4)c3n2)cc1,0.6,-0.8,0.44,-3,0.0,-12,2,-97,1
CCOC(=O)C(NC(C)=O)(NC(C)C)C(F)(F)F (configuration not stated),0.8,0.5,0.81,-13,1.3,-15,-2,7,3
Cc1onc(-c2ccccc2Cl)c1C(=O)OCn1nnc2ccccc2c1=O,-0.5,-1.3,-1.7,-7,-1.2,-17,-12,-9,7
Cc1nn(CC(=O)O)c(=O)c2ccccc12,0.3,1.3,0.28,-2,0.9,-4,-2[fluorescence artefact?],-40,-3
COc1ccc(CNC(=O)Cn2nc(C(F)(F)F)cc2C)cc1,4.0,0.5,0.55,-5,0.1,-10,1,-43,3
CCOc1ccc(CNc2ccc(CNc3ncn[nH]3)cc2)cc1,0.1,-0.7,0.66,-5,2.1,1,0,-7,9
COc1ccc(NC(=O)CN(c2ccc(C)cc2)S(=O)(=O)c2c(C)nn(C)c2C)cc1OC,1.8,0.5,·,-1,-0.4,-11,-6,18,-10
CC(=O)c1cc2c(cc1N)OCO2,-0.1,0.4,1.3,-12,4.0*,5,5,20,6
CC(=O)c1cccc(NC(=O)C(OC(=O)/C=C/c2ccc3c(c2)OCO3)c2ccccc2)c1 (configuration not stated),2.0,0.8,1,·,-0.5,-29,-36[fluorescence artefact?],-175,-3
Cc1ccc(SCC(=O)c2ccc[nH]2)cc1,2.3,18,0.81,-10,0.4,-15,-5,-16,2
COc1nc(-c2ccccc2)ccc1-c1noc(COc2ccccc2)n1,0.3,2.1,-0.21,-9,0.3,-14,0,-46,-1
CC(C(=O)O)N1C(=O)C2C3CC(C2C1=O)C1C(c2ccccc2)c2sc(=O)[nH]c2SC31 (configuration not stated),-0.2,0.9,-1.8,-14,-0.1,11,-23[fluorescence artefact?],16,3
CN(C)CCC1Sc2ccccc2Oc2ccccc21 (configuration not stated),0.1,1.7,-0.63,·,-0.7,-11,-2[fluorescence artefact?],-13,0
Cc1noc(C)c1CSc1nnc2ccccn12,0.0,-3.5,0.17,-14,1.1,-20,2,-225,7
C#CCOCCOCCOCCNc1nc(N2CCN(C(=O)[C@H](CCCCN)n3cc(C(N)COC(=O)C(F)(F)F)nn3)CC2)nc(N2CCN(C(=O)[C@H](CCCCN)n3cc(C(N)CC(C)C)nn3)CC2)n1 (some centres not stated),0.3,2.1,0.76,10,·,-14,-7,-20,·
Cc1csc2nnc(N)n12,1.7,1.6,·,-9,0.8,-8,-4,-50,-1
CCOc1cc(/C=C\[N+](=O)[O-])ccc1OCC(=O)Nc1ccccc1C,25,-15,·,11,-0.1,-41,-7,-12,-2
Cc1ccc(NC(=O)CSc2ncccn2)cc1F,2.0,3.5,1.7,-31,1.2,3,2,-16,25
O=C(NCc1ccncc1)C(=O)NCC(c1ccco1)N1CCN(c2ccccc2F)CC1 (configuration not stated),1.9,0.9,-0.57,-12,-0.5,-22,13[fluorescence artefact?],-5,8
O=C(c1ccc(N2CCCC2)c([N+](=O)[O-])c1)N1CCN(c2ccccn2)CC1,1.2,0.0,-0.78,17,-0.1,-22,0,-15,-2
Cc1ccc(C(C)C)c(Oc2nnnn2-c2ccccc2)c1,1.7,-4.4,-0.019,-9,-1.0,-22,6,23,-2
O=C1C2C3C=CC(C3)C2C(=O)N1CNc1ccccc1 (configuration not stated),-0.7,-0.7,·,-21,-0.9,3,0[fluorescence artefact?],21,-11
COc1ccc(-n2nnnc2SCC(=O)Nc2cccc(C)n2)cc1OC,0.2,-2.6,-0.74,3,-0.3,-10,-1[fluorescence artefact?],-1,6
CCOC(=O)CSc1nnc(NCC(=O)OC(C)C)c(=O)[nH]1,-0.6,-3.8,0.072,-9,1.6,-23,-17,-12,-6
O=C(COc1ccc2ccccc2c1)N1CCN(C(=O)c2cccs2)CC1,0.9,-2.2,0.074,·,-1.1,-4,6,19,-4
O=C(CSC1=NCCS1)NC(NC(=O)CSC1=NCCS1)c1ccccc1,1.4,3.2,0.66,-10,-0.3,-15,-4,9,13
O=C(Nc1ccccc1)O/N=C/c1ccccc1Cl,-0.2,0.9,-5.7*,-25,-0.5,-17,1,-4,8
CCOc1ccc(S(=O)(=O)c2c(C(=O)c3ccc(C)cc3)cnc3cc4c(cc23)OCCO4)cc1,-0.2,2.8,0.3,2,0.4,-24,16,-217,0
Cc1ccc(CNC(=O)CCS(=O)(=O)c2ccc(C)cc2)cc1,1.1,1.0,0.11,4,0.5,3,-1,-48,-1
Cc1ccc(S(=O)(=O)Nn2cnnc2)cc1,0.0,1.3,0.62,-19,2.9,-26,-2,-2,11
Cc1nn(C)c(C)c1CNC(=O)c1cc2n(n1)C(C(F)(F)F)CC(c1cccs1)N2 (configuration not stated),-0.3,-2.4,0.27,-9,-0.8,-17,-15,30,2
Cn1c(=O)c([N+](=O)[O-])c(NCCCn2ccnc2)c2ccccc21,1.3,6.2,0.2,-10,1.7,-9,-2,5,23
C/C(=N/NC(=O)CNc1ccc(C)cc1)c1ccc(Cl)cc1,0.2,-4.9,0.32,4,0.4,-1,4,-14,3
